# Compound activity from PubChem BioAssay.
# inhibitors of VEEV: inhibitors of VEEV TC-83 cytopathic effect, confirmation, Vero cells (AID 588727) | inhibition, % at 20 µM; hits with a dose series show IC50 in µM | 350,000 tested, 0.13% active | Vero cells, VEEV TC-83 cytopathic effect inhibition; higher % means a stronger effect; in the data active = a potency from the dose series; inconclusive = inhibition mostly from about 14% at the one dose, without a potency; inactive = the rest, 99 in 100 with inhibition below about 12%; also: strong numbers were not always called active
# tuberculosis growth: growth inhibition of non-replicating M. tuberculosis (AID 488890); Mycobacterium tuberculosis non-replicating, growth inhibition; higher % means a stronger effect; one-dose inhibition, % at 25 µM; IC50 in µM for titrated hits; 320,000 tested, 0.39% active; in the data active = a potency from the dose series; inconclusive = inhibition mostly from about 82% at the one dose, without a potency; inactive = the rest, 99 in 100 with inhibition below about 76%;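 also: plate controls were DMSO cells for no effect and high antibiotic wells for full effect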
# influenza NS1A: NS1A inhibition, H1N1 influenza, cell based functional assay (AID 504329); NS1A functional cell-based assay, percent inhibition; higher % means a stronger effect; one-dose inhibition, % at 12.5 µM; IC50 in µM for titrated hits; 340,000 tested, 0.3% active; in the data active = a potency from the dose series; inconclusive = inhibition above about 27% without an active follow-up result; also: strong numbers were not always called active
# M. tuberculosis HTS: M. tuberculosis growth inhibition, HTS (AID 449762). M. tuberculosis H37Rv growth inhibition, 7H9 media; higher % means a stronger effect. 330,000 tested, 0.59% active. one-dose inhibition, % at 25 µM; IC50 in µM for titrated hits; in the data active = a potency from the dose series; inconclusive = inhibition above about 70% without an active follow-up result;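 also: bacterial growth assessed after seven days of incubation; strong numbers were not always called active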
# PhoP GFP inhibition: Inhibition of PhoP regulon, Salmonella typhi GFP reporter cells, confirmation, 4 h (AID 1850). Salmonella Typhi PhoP-promoter GFP reporter, fluorescence, 4 h; higher % means a stronger effect. inhibition, % at 50 µM, or IC50 in µM where a hit was titrated. 310,000 tested, 0.33% active; in the data active = a potency from the dose series; inconclusive = inhibition mostly from about 25% at the one dose, without a potency; inactive = the rest, 99 in 100 with inhibition below about 19%;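 also: 0% = induced wells with vehicle and 100% = uninduced wells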
# inhibitors of VEEV 10K pilot screen: further read-out of inhibitors of VEEV, marked with its call; inhibition, %; measured here: 10K pilot screen inhibition
# * marks the source's active call; other numbers are inactive results; i = inactive; ? = inconclusive; · = no result given.
SMILES,inhibitors of VEEV,tuberculosis growth,influenza NS1A,M. tuberculosis HTS,PhoP GFP inhibition,others
CCOC(=O)C1CN(S(=O)(=O)c2ccccc2)C1,3.2%,-14%,-113%,-4%,-2%,
FC(F)(F)c1cccc(N2CCN(Cc3cccnc3)CC2)c1,i,14%,2%,-10%,-8%,
COc1ccc(C(CC(=O)O)NC(=O)C2CCCCC2)cc1 (stereo not drawn),2.1%,17%,-1%,1%,6%,
Clc1ccc(Nc2ccccc2)nn1,3.7%,4%,3%,-2%,-5%,
N#Cc1ccc(OCCN2CCc3ccccc3C2)cc1,0.2%,4%,-15%,7%,-16%,
CN(C(=O)COC(=O)c1ccc(C(C)(C)C)cc1)C1CCS(=O)(=O)C1 (stereo not drawn),0.6%,-6%,-11%,12%,1%,
OC(COc1ccc(F)cc1)CN1CCN(c2ccccc2F)CC1 (stereo not drawn),0.5%,14%,2%,5%,-15%,
Cc1cccc(OCCCC(=O)Nc2ccc(S(=O)(=O)N3CCCC3)cc2)c1,i,18%,9%,10%,4%,
CSc1cccc(NC(=O)C(C)C)c1,0.4%,4%,1%,18%,2%,
COc1ccc(N(C(=O)CNC(=O)c2ccco2)C(C(=O)NC2CCCC2)c2ccc(C)o2)cc1 (stereo not drawn),0.9%,-2%,-2%,7%,-4%,
Cc1ccc(NC(=O)c2cc(C(C)(C)C)nn2Cc2ccccc2)cc1,5.2%,18%,3%,24%,19%,
CCOC(=O)C1=C(O)C(=O)N(Cc2cccnc2)C1c1ccc(OC)cc1 (stereo not drawn),1.4%,1%,·,-5%,1%,
O=C(/C=C/c1ccco1)Nc1scc(-c2ccccc2)c1C(=O)O,i,32%,-8%,11%,15%,
Cc1ccc(NC2CCCN(C(=O)CCN3CCCCO3)C2)cc1C (stereo not drawn),2.6%,19%,-9%,61%,-8%,
COc1ccc(/C(C)=N\NC(=O)C(c2ccncc2)N2CCOCC2)cc1 (stereo not drawn),1.6%,5%,-1%,3%,-10%,
COCC(=O)N1CCC(Oc2ccc(C(=O)NCc3cc(C)no3)cc2)CC1,2.1%,-10%,17%,-15%,-12%,
Oc1c(Br)cc(/C=N/n2c(-c3ccccc3)n[nH]c2=S)c(Br)c1O,·,-18%,·,3%,-5%,
Cc1ccc(C)c(OCC(=O)Nc2cc(C(=O)O)cc(C(=O)O)c2)c1,2.5%,-13%,2%,-9%,6%,
COc1ccc(/C=C2\SC(=O)N(CC(=O)NCCC(C)C)C2=O)cc1OC,0.8%,-9%,-4%,7%,2%,
CCOc1ccccc1Nc1ncccc1C(=O)N1CCCC1,0.1%,4%,1%,-4%,-7%,
Cc1c(NC(=O)C2(c3ccccc3)CCOCC2)c(=O)n(-c2ccccc2)n1C,0.6%,-5%,-14%,-5%,-1%,
O=C(CSc1nnc(-c2cccc(S(=O)(=O)N3CCCCC3)c2)o1)c1ccc[nH]1,i,61%,3%,2%,0%,
CCOc1cc(CNc2ccc(OC)cc2)cc(Br)c1OCC(=O)NC(C)(C)C,i,1%,-8%,5%,-6%,
Nc1ccccc1NC(=O)c1ccccc1N,0.1%,2%,3%,4%,-1%,
COc1cccc(CN(CC(=O)NCc2ccco2)C(=O)CNS(=O)(=O)c2ccccc2)c1,1.5%,-8%,-7%,0%,-1%,
O=C1CC(c2ccccc2)n2nc(NC(=O)c3ccccn3)nc2N1 (stereo not drawn),0.5%,-10%,19%,-8%,-4%,inhibitors of VEEV 10K pilot screen=3.6
OCCN1CNC(=S)NC1,1.0%,-19%,-4%,-6%,5%,
COc1ccc(NC(=O)Nc2ccc(F)cc2F)cc1,0.4%,3%,-1%,-6%,-4%,
COc1ccccc1Oc1ccc(N/C=C2/CCCC2=O)cc1,0.1%,20%,-6%,4%,-10%,
N=c1n(-c2ccccc2)c(O)cc(=O)n1-c1ccccc1,0.1%,32%,-2%,-3%,-3%,
CC(=O)Nc1ccc(NC(=O)COC(=O)c2ccccn2)cc1,1.6%,-15%,1%,-2%,3%,
Nc1ccc2c3c(cccc13)C(=O)N(c1ccccc1)C2=O,i,·,-6%,·,·,
Cn1c(=O)c2c(SCc3cccc(C(F)(F)F)c3)nc(-c3ccco3)nc2n(C)c1=O,1.0%,-1%,21%,-3%,-5%,
O=C(CCN1CCCCC1=O)NC1CCCc2c1cnn2-c1ccccc1F (stereo not drawn),1.1%,-3%,4%,3%,-2%,
Cc1nn(-c2ncc(C(F)(F)F)cc2Cl)c(=O)n1-c1ccccc1Cl,0.2%,·,9%,·,·,
O=C(Cn1ncc(Cl)c(Cl)c1=O)Nc1ccc2c(c1)OCO2,12%,75%,-19%,?,·,
COc1ccc(Cc2nnc(Nc3ccc(C)cc3C)[nH]c2=O)cc1,6.2%,7%,0%,5%,-6%,
Cc1ccc(S(=O)(=O)N2CCN(C(=O)CSC(=S)N3CCCC3)CC2)c(C)c1,3.2%,?,2%,-1%,·,
CC1=CC=CN2C1=NC(=O)CC2(C)C(=O)N(CC(=O)NC1CCCC1)Cc1ccccc1 (stereo not drawn),0.7%,-6%,2%,-2%,-3%,
Nc1ncc(Br)cc1S(=O)(=O)NCCC(=O)N1CCN(c2ccccc2)CC1,2.4%,14%,6%,5%,-3%,
CN1CCN(C(=O)c2ccc(CN3CCOCC3)cc2)CC1,0.5%,-4%,-9%,5%,0%,
CC(C)C(=O)NC(NC(=S)Nc1cccc2cccnc12)C(Cl)(Cl)Cl (stereo not drawn),7.4%,?,0%,1%,-2%,
CN(Cc1ccccc1)C(=O)c1[nH]cnc1C(=O)N[C@@H](Cc1ccccc1)C(=O)OCc1ccccc1,6.1%,57%,10%,4%,-28%,
CCCCN1C(=O)C(C(=O)OCC)CC2=C1CCCC2=O (stereo not drawn),0.6%,·,-16%,·,·,
Cc1cccc(NC(=O)c2ccc(S(=O)(=O)N3CCOCC3)cc2)n1,3.0%,-5%,-4%,5%,13%,
CN1CN=C(N[N+](=O)[O-])N(Cc2ccco2)C1,i,-2%,6%,2%,-1%,
CCOc1ccc(CC(=O)NCC(=O)NCc2cc(=O)n(C)c(=O)n2C)cc1,2.0%,-3%,-3%,7%,12%,
CCOC(=O)c1cnc(SCCN2CCOCC2)nc1N,0.7%,-2%,0%,-2%,-4%,
CCN(C(=O)COC(=O)Cc1c(F)cccc1Cl)c1c(N)n(Cc2ccccc2)c(=O)[nH]c1=O,2.9%,11%,0%,-10%,·,
C1CSC2(N1)C1CC3CC2CC(C1)C31NCCS1 (stereo not drawn),0.5%,5%,-21%,-8%,4%,
O=C(Cn1nc2n(c1=O)-c1ccccc1SC2)N/N=C/c1cccnc1,1.5%,-24%,4%,-1%,-1%,
Cc1nn(-c2ccccc2)c(N2CCCC2)c1/C=N/NC(=O)c1cc(-c2cccnc2)nc2ccccc12,10.0%,68%,9%,?,-9%,
COc1ccc(CCCC(=O)NCc2ccccc2)cc1C,i,5.3µM*,-5%,9%,-3%,
Cc1ccc2cc(CNCCc3ccccc3C)c(=O)[nH]c2c1,0.7%,30%,0%,11%,4%,
COc1ccccc1N1C(=O)C2C(C(=O)c3ccccc3)=NN(c3ccc(C)cc3)C2C1=O (stereo not drawn),3.6%,27%,·,7%,-137%,
COc1cc(C2=NOC(C(=O)NCc3ccccn3)C2)cc(OC)c1OC (stereo not drawn),7.0%,8%,5%,-3%,1%,
CSc1ccc(/C=C(\NC(=O)c2ccccc2)C(=O)NCCN2CCOCC2)cc1,4.2%,2%,0%,6%,0%,
O=C(c1cnsn1)N1CCC(CO)(Cc2cccc(F)c2)CC1,1.0%,4%,12%,-16%,3%,
O=[N+]([O-])c1oc2ccc3ccccc3c2c1CCO,i,·,2%,·,·,
O=C(Nc1ccc2c(c1)CCC2)c1ccccc1F,i,67%,1%,-4%,2%,
# Remaining list, next part:
SMILES,inhibitors of VEEV,tuberculosis growth,influenza NS1A,M. tuberculosis HTS,PhoP GFP inhibition,others
CC1CN=C2C(C(=O)Nc3ccccc3)=C(O)CC(c3ccccc3)N21 (stereo not drawn),0.5%,12%,-5%,5%,-7%,
Fc1ccccc1C(c1nnnn1Cc1ccc2c(c1)OCO2)N1CCN(Cc2ccco2)CC1 (stereo not drawn),0.7%,3%,2%,-5%,-1%,
CCc1ccc(-c2cc(C(=O)Nn3cnnc3)c3ccccc3n2)cc1,i,61%,5%,6%,-5%,
COc1ccc(-c2cc(C)no2)cc1S(=O)(=O)NCc1cccc(C)c1,i,4%,-2%,2%,4%,
COc1ccc(N(CC(=O)N2CCc3ccccc32)S(=O)(=O)c2c(C)n[nH]c2C)cc1,4.5%,23%,1%,-10%,-2%,
COC(=O)c1cc2c(ccn2-c2ccc(F)cc2)n1CC(=O)OC(C)C,1.1%,29%,-14%,8%,-15%,
CCOc1cc(C(C(=O)NCC2CCCO2)N(C(=O)Cn2nnc3ccccc32)c2cccc(OC)c2)ccc1O (stereo not drawn),i,-17%,3%,-7%,6%,
Cc1nc(-c2cc(-c3nc(-c4ccc(C(F)(F)F)cc4)no3)no2)cs1,5.4%,-7%,1%,-4%,1%,
CC(C)(C)OC(=O)N(CCc1ccccc1)Cc1ccccc1OCc1cccc(NC(=O)C2CCCC2)c1,0.3%,·,15%,·,·,
Cc1[nH]nc2c1C(c1ccc(Cl)cc1)C(C#N)=C(N)O2 (stereo not drawn),0.6%,-3%,3%,-2%,-1%,
O=C(Oc1c(-c2ccccc2)oc2ccccc2c1=O)c1ccccc1,0.7%,26%,-10%,?,2%,
Cc1ccc2c(c1)c(=O)c(Br)c(C)n2Cc1ccccc1,i,11%,-11%,10%,-18%,
COc1ccc2[nH]c3c(=O)n(Cc4ccc(C(=O)N5CCC(C(N)=O)CC5)cc4)c(=S)[nH]c3c2c1,7.9%,-20%,-6%,5%,0%,
COc1ccc2[nH]c(=O)c(CN(CCO)S(=O)(=O)c3ccc(C)cc3)cc2c1,2.2%,0%,2%,-5%,-3%,
Cc1oc2c(cc(NS(=O)(=O)c3ccc(F)cc3)c3ccccc32)c1C(=O)O,0.7%,7%,7%,12%,6%,
CNC(=S)N(Cc1cc2cc(C)cc(C)c2[nH]c1=O)C1CCCC1,3.6%,35%,-2%,3%,-4%,
CCO[C@@H]1OC(C(=O)NCc2ccccc2)=C[C@H](C(C)(C)C)[C@H]1CCCO,2.8%,2%,-10%,1%,2%,
Cc1ccc(S(=O)(=O)Nc2cc(C(F)(F)F)ccc2N2CCOCC2)c(C)c1,1.6%,23%,1%,-3%,-2%,
Cc1cc(S(=O)(=O)NCc2ccccc2)ccc1OCC(=O)NCC1CCCO1 (stereo not drawn),1.1%,-26%,1%,-12%,2%,
COCCSc1nc2c(c(=O)[nH]c(=O)n2C)n1Cc1cccc(C)c1,7.1%,·,5%,-9%,-12%,
Cc1cccc(NC(=O)CS(=O)(=O)c2cn(CC(=O)N3CCOCC3)c3ccccc23)c1,0.6%,6%,-7%,5%,0%,
N#CC(C(=O)NC1CCCCC1)=C1CCCCCC1,i,5%,-7%,7%,-7%,
CSc1ccc(/C=N/N2CCN(Cc3ccccc3)CC2)cc1,i,-2%,24%,12%,6%,inhibitors of VEEV 10K pilot screen=0.1
CCN(C(=O)CCc1ccccc1)C1CCCCC1,i,72%,-24%,5%,-2%,
Cc1ccccc1-c1nc2ccccc2c(=O)n1/N=C/c1ccccc1[N+](=O)[O-],8.5%,46%,8%,7%,-8%,
COCCN1C=C2C(=O)C(C)(OC(=O)CCC(=O)OC)C(=O)C=C2C=C1C1CC1 (stereo not drawn),i,1%,8%,25%,-10%,
CC1CCN(C(=O)C2CCN(S(=O)(=O)c3ccc4c(c3)CC(C)N4C(=O)C3CC3)CC2)CC1 (stereo not drawn),0.5%,5%,-1%,-9%,2%,
Cc1ccc(NC(=O)c2ncn(CCCNCCCN3CCCC3=O)n2)cc1C,i,·,20%,·,·,

# Reprinted from the results shown, five compounds:
SMILES,inhibitors of VEEV,tuberculosis growth,influenza NS1A,M. tuberculosis HTS,PhoP GFP inhibition,others
Cc1cccc(NC(=O)CS(=O)(=O)c2cn(CC(=O)N3CCOCC3)c3ccccc23)c1,0.6%,6%,-7%,5%,0%,
N#CC(C(=O)NC1CCCCC1)=C1CCCCCC1,i,5%,-7%,7%,-7%,
CSc1ccc(/C=N/N2CCN(Cc3ccccc3)CC2)cc1,i,-2%,24%,12%,6%,inhibitors of VEEV 10K pilot screen=0.1
CCN(C(=O)CCc1ccccc1)C1CCCCC1,i,72%,-24%,5%,-2%,
Cc1ccccc1-c1nc2ccccc2c(=O)n1/N=C/c1ccccc1[N+](=O)[O-],8.5%,46%,8%,7%,-8%,

# Random draw from the library. About 1.5% of those tested had a hit in this group.
